Source: PubChem
MrgX1 antag: blocks BAM8-22 activation of human MrgX1 receptor. MRGX1-HEK293 calcium flux, Fluo-4, BAM8-22 antagonism; active compounds read low. B-score at 10 µM. 310,000 tested, 1.3% active;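 active = calcium-response B-score plate-corrected more than 3 library SD below zero, starting fluorescence within 5 deviations, no agonist response on first addition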;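 also: peak minus trough fluorescence over baseline after final BAM8-22 challenge near maximal dose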
PolyA inh: blocks polyadenylation in yeast reporter cells; S. cerevisiae SKY197-pL101 polyadenylation reporter, beta-gal luminescence; efflux-impaired pdr1/pdr3 knockout yeast; score 100 = 6 SD above DMSO; AID 1875; calls only at 12 µM; 300,000 tested, 0.02% active;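 active = lowest replicate activity score at least 50, where 100 means six control SD above control mean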;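 also: yeast exposed to compound for 9 h at 30 °C; higher score means more reporter readthrough which indicates perturbed polyadenylation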
TRPC6 inh: mouse TRPC6 channel inhibition; 310,000 tested, 1.1% active; B-score at 10 µM; HEK293-TRPC6, membrane potential dye, ACh-evoked depolarization; active compounds read low; AID 2553; Q61143;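 active = B-score under library mean minus 3 SD, initial fluorescence not abnormally high, positive integrated signal ratio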;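 also: B-score derived from integrated fluorescence ratio over the kinetic read; more negative B-score means stronger inhibition of depolarization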
MrgX1 PAM: allosterically activates human MrgX1 receptor signaling | Q96LB2 | MrgX1-HEK293, Fluo-4 calcium flux, FDSS; active compounds read high | B-score at 10 µM | 310,000 tested, 0.63% active | AID 588675;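 active = plate-corrected calcium response at least 3 library SD above typical, normal starting fluorescence, not activating the receptor alone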;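 also: compound read alongside a low EC10 to EC30 dose of BAM8-22 agonist; peak minus trough fluorescence over baseline measured at the second addition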
MrgX1 agonist: agonists of human MrgX1 receptor; Q96LB2; MrgX1-HEK293 cells, Fluo-4 calcium fluorescence, agonist mode; active compounds read high; B-score at 10 µM; 310,000 tested, 0.44% active; AID 588627;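 active = calcium response B-score plate-corrected fluorescence ratio at least 3 library SD, with starting fluorescence B-score inside 5 SD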
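System – MrgX1-expressing HEK293 cells · Incubation – cells plated overnight, dye loaded 0.5 h 37 °C, 0.5 h room temperature · Technique – kinetic Fluo-4 NW fluorescence of intracellular calcium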
TRPC4 block: TRPC4 (mouse) channel inhibition | AID 2247 | Q9QUQ5 | HEK293 TRPC4beta/mu-opioid, DAMGO-evoked Fluo4 calcium flux; active compounds read low | B-score at 10 µM | 300,000 tested, 0.39% active;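 active = B-score over 3 SD under the library average, no early fluorescence shift, positive overall ratio signal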
Target sequence (Q9QUQ5 whole entry, looked up): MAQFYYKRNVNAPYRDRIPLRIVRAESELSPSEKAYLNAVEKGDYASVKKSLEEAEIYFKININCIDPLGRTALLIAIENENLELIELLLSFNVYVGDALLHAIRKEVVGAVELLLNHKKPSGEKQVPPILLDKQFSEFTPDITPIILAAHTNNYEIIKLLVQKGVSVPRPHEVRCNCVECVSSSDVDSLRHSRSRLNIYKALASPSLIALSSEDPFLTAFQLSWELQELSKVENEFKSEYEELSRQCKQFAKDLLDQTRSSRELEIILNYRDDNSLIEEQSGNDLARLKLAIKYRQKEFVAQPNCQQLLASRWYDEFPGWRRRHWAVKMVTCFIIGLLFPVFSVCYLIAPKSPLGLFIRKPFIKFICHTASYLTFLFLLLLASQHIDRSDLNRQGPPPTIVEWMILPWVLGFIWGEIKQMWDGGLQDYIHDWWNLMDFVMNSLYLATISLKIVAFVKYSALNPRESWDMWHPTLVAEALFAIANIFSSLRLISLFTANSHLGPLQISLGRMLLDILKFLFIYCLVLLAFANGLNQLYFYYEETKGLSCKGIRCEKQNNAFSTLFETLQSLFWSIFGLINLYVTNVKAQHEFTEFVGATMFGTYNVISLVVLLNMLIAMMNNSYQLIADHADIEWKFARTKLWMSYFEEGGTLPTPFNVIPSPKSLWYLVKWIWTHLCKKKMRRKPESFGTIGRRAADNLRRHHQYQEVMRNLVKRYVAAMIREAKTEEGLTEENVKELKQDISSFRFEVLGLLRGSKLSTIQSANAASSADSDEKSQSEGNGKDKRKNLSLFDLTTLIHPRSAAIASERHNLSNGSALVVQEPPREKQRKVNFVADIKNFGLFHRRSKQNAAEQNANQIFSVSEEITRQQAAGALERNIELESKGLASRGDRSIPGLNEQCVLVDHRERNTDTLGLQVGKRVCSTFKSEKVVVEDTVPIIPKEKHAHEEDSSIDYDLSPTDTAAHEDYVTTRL
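Test system – stable TRPC4beta/mu-opioid receptor HEK293 cells · Probe or stimulus – DAMGO, a submaximal dose followed by a maximal one · Dosing – one concentration per compound · Signal – Fluo4 calcium fluorescence by kinetic imaging, 5 s 1 Hz baseline · Evaluation – per-well B score of integrated baseline-normalized Fluo4 ratio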
TRPC6 act: activates the mouse TRPC6 cation channel; Q61143; HEK293-TRPC6 membrane potential dye fluorescence; active compounds read high; B-score at 10 µM; 310,000 tested, 0.13% active;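 active = B-score of the integrated fluorescence ratio above library mean plus 3 SD, and starting fluorescence ratio within library mean plus 5 SD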;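 also: higher score means more depolarization so channel activation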
TRPC4 act: activators of mouse TRPC4 channel; AID 2237; 310,000 tested, 0.49% active; B-score at 10 µM; HEK293 TRPC4beta/mu-opioid, Fluo4 calcium fluorescence; active compounds read high;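 active = B-score above 5 SD of library B-scores, and initial fluorescence ratio not above library mean plus 5 SD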;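 also: positive B-score marks a calcium rise read as TRPC4 activation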
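System: HEK293 cells stably co-expressing mouse TRPC4beta and mu-opioid receptor; Schedule: Fluo4 dye loading 45 min at room temperature, 110 s recording; Detection: Fluo4 fluorescence, kinetic; Evaluation: B-scored integrated calcium fluorescence ratio; Controls: buffer (low) and maximal DAMGO (high).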
TRPC4 PAM: TRPC4 (mouse) allosteric potentiation | Q9QUQ5 | HEK293 TRPC4beta/mu-opioid, DAMGO EC20, Fluo-4 Ca2+ flux; active compounds read high | B-score at 10 µM | 310,000 tested, 0.42% active | AID 2227;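 active = B-score of calcium response area above 5 SD of library B-scores, with initial fluorescence ratio within 5 SD of library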;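 also: B-score of integrated fluorescence ratio over time as area under calcium response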
HIF act: HIF pathway transcriptional activation; U2OS HRE-luciferase reporter, luminescence; normalized: DMSO 0%, desferrioxamine 100%; activation, % at 7.5 µM (by protocol); 300,000 tested, 0.32% active; AID 1910;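 active = mean activation of at least 10% of the iron chelator positive control signal, with at least half of replicates also reaching 10%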
AI-2 QS mod: Vibrio harveyi AI-2 quorum sensing modulation; Vibrio harveyi JMH597 AI-2 luminescence/OD600 ratio, 9 h; active compounds read low; strain lacks LuxN and CqsS sensors; 0 = neutral-control median; activity change, % at 7.5 µM; 300,000 tested, 0.4% active; in the data active = activity change below about -75%, passing the limit was not always enough;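 also: luminescence divided by OD600 gain over 9 h not by final OD600 alone; inactives centre near 13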
* = called active by the depositor; i = inactive; nt = not tested or not shown.

SMILES	MrgX1 antag	PolyA inh	TRPC6 inh	MrgX1 PAM	MrgX1 agonist	TRPC4 block	TRPC6 act	TRPC4 act	TRPC4 PAM	HIF act	AI-2 QS mod
CCOc1cc(C2C(C#N)=C(N)Oc3n[nH]c(-c4ccccc4)c32)ccc1O (stereo not drawn)	i	i	i	i	i	i	i	i	i	-0.6	7
O=C(c1ccco1)N1CCN(S(=O)(=O)c2ccc(S(=O)(=O)NC3CCCC3)cc2)CC1	i	i	i	i	i	i	i	i	i	-0.3	24
CCCCOC(=O)Nc1ccccc1C(=O)N1CCCC1	i	i	i	i	i	i	i	i	i	0.3	40
CCOC(=O)c1c(C)[nH]c(C(=O)OCC(=O)Nc2sccc2C(N)=O)c1C	i	i	i	i	i	i	i	i	i	-17	20
CCOC(=O)c1ccc(NC(=O)c2nc(S(=O)(=O)Cc3ccccc3)ncc2Cl)cc1	i	i	i	i	i	i	i	i	i	-2.9	25
CCOC(=O)C1(CCc2ccccc2)CCN(C(=O)C2CCOCC2)CC1	i	i	i	i	i	i	i	i	i	-0.4	13
O=C(O)/C=C/c1ccc2c(c1)OCCO2	i	i	i	i	i	i	i	i	i	0.0	7
CC(=O)NC(CC(=O)O)c1ccc([N+](=O)[O-])cc1 (stereo not drawn)	i	i	i	i	i	i	i	i	i	0.7	-12
COc1cc2c(cc1OC)C(C)N(S(=O)(=O)c1ccc(C)cc1)CC2 (stereo not drawn)	i	i	-6.9*	i	i	i	i	i	i	-11	36
CCc1ccc(C(=O)COC(=O)c2cccs2)cc1	i	i	i	i	i	i	i	i	i	1.1	-30
Cc1ccc2nsnc2c1NC(=O)c1sc2ccccc2c1Cl	i	i	i	i	i	i	i	i	i	-0.3	-19
CC(C)Oc1ccccc1/C=N/NC(=O)c1ccccc1Cl	i	i	i	i	i	i	i	i	i	-0.2	40
CCOc1ccc(NC(=O)CCC(=O)Oc2ccc(C)cc2)cc1	i	nt	i	i	i	i	i	i	i	-16	18
CCOC(=O)N1CCN(c2c(N3CCN(c4ccc(OC)cc4)CC3)c(=O)c2=O)CC1	i	i	i	i	i	i	i	i	i	-0.1	13
COc1ccc(Cn2c(O)c(C=Nc3ccccc3C(=O)O)c3ccccc3c2=O)cc1	i	i	i	i	i	i	i	i	i	5.0	15
CCNS(=O)(=O)c1ccc(NC(=O)Cc2ccc(F)cc2)cc1	i	i	i	i	i	i	i	i	i	nt	14
NS(=O)(=O)c1ccc(CNC(=O)c2cccc(Oc3ccccc3)c2)cc1	i	i	i	i	i	i	i	i	i	0.9	-16
CCn1c(SCC(=O)O)nc2ccccc21	i	i	i	i	i	i	i	i	i	-0.3	-3
COc1ccc(Cl)cc1NC(=S)N1CCCCCC1	i	i	i	i	i	i	i	i	i	3.2	15
O=C(Nc1nnc(S(=O)(=O)N2CCCC2)s1)c1ccccc1Cl	i	i	i	i	i	i	i	i	i	-0.1	4
CSc1ccccc1C(=O)Nc1ccc2c(c1)OCCO2	i	i	i	i	i	i	i	i	i	1.3	25
COc1cc2c(cc1OC)C1(CCCC1)CNC2C (stereo not drawn)	i	i	i	i	i	i	i	i	i	0.3	16
Oc1ccccc1C(=S)N1CCN(C(=S)c2ccccc2O)CC1	i	i	i	i	i	i	i	i	i	-0.2	23
COc1cc2c(cc1OC)CN(C(=O)c1ccc(S(=O)(=O)N3CCCCCC3)cc1)CC2	i	i	i	i	i	i	i	i	i	-0.2	25
OC(CN1CCCCC1)Cn1c2ccccc2c2cc(Br)ccc21 (stereo not drawn)	i	i	i	i	i	i	i	i	i	1.5	-2
O=C(/C=C/Nc1ccc(F)c(F)c1)c1ccc(Br)cc1	i	i	i	i	i	i	i	i	i	3.1	15
Fc1cccc(Cl)c1CSc1ccc(-c2cccnc2)nn1	i	i	i	i	i	i	i	i	i	1.7	-6
CC[C@@]12C(=O)N(c3cccc(Cl)c3)C(=O)N1[C@H](c1cccc(C)c1)[C@@H]1C(=O)N(Cc3ccccc3)C(=O)[C@@H]12	i	i	i	i	i	i	i	i	i	-0.1	9
Cc1nn(-c2ccccc2)nc1CNC(=O)c1ncoc1-c1ccccc1	i	i	i	i	i	i	i	i	i	nt	25
O=[N+]([O-])c1ccccc1CSc1ccccn1	i	i	i	i	i	i	i	i	i	0.4	-3
Nc1nnnn1/N=C/c1ccc(Br)cc1	i	i	i	i	i	i	i	i	i	-1.9	10
O=C(Cn1nc(-c2ccc(Cl)cc2)ccc1=O)NCCN1CCOCC1	i	i	i	i	i	i	i	i	i	-0.1	26
Cc1cc(C)n(C2CC(=O)N(c3cccc(Cl)c3)C2=O)n1 (stereo not drawn)	i	i	i	i	i	i	i	i	i	-0.3	3
CCN(CC)CCNC(=O)c1cc(-c2cccnc2)nc2ccc(S(=O)(=O)N3CCC(C)CC3)cc12	i	i	i	i	i	i	i	i	i	0.9	29
COC(=O)N1C(=O)[C@@](c2ccccc2)(C2CCCC2)N1C(=O)OC	i	i	i	i	i	i	i	i	i	-0.6	19
COC(=O)Cc1cc(=O)n2[nH]c(C)cc2n1	i	i	i	i	i	i	i	i	i	-0.2	6
COc1ccccc1/C=C/C(=O)OC(C)CN1CCOCC1 (stereo not drawn)	i	i	i	i	i	i	i	i	i	0.1	12
Oc1ccccc1Nc1nc(NCc2ccccc2)c2ccccc2n1	i	i	i	i	i	i	i	i	i	-4.7	22
O=C1Nc2ccccc2C1=Nc1ccc(F)cc1	i	i	i	i	i	i	i	i	i	0.4	4
COc1ccc(C(=O)NC(=S)NNC(=O)c2cccnc2)cc1	i	i	i	i	i	i	i	i	i	-0.1	5
CC(C)Oc1cccc(-c2cc(C(=O)N3CCN(S(C)(=O)=O)CC3)c3ccccc3n2)c1	i	i	i	i	i	i	i	i	i	1.9	20
COc1ccc(Cl)cc1-n1c(C)ccc1C	-8.4*	i	i	i	i	i	i	i	i	-0.3	32
O=C(NC1=NCCS1)c1ccccc1	i	i	i	i	i	i	i	i	i	1.1	21
COc1ccc(OCCSc2ncc(CO)n2C)cc1	i	i	i	i	i	i	i	i	i	0.1	3
CCOC(=O)Cc1cc(=O)[nH]c(/N=C(\N)Nc2ccc(C)c(C)c2)n1	i	i	i	i	i	i	i	i	i	1.6	15
O=C1c2sc3nc4n(c(=O)c3c2CCC1Br)CCCCC4 (stereo not drawn)	i	i	i	i	i	i	i	i	i	2.4	32
COCCn1nnnc1C(c1ccc(OC)c(OC)c1)N1CCN(c2nc3ccccc3s2)CC1 (stereo not drawn)	i	i	i	i	i	i	i	i	i	-0.3	22
O=[N+]([O-])c1ccc(-c2nc(-c3cccs3)c(-c3cccs3)[nH]2)cc1	i	i	i	i	i	i	i	i	i	0.6	14
COc1cccc(CNC(=O)CCC2CCCN(Cc3cc(Cl)ccc3O)C2)c1 (stereo not drawn)	i	i	i	i	i	-7*	i	i	i	-0.6	24
CC(CCc1ccccc1)NC(=O)c1ccncc1 (stereo not drawn)	i	i	i	i	i	i	i	i	i	-0.1	4
COc1ccc(C2(c3ccc(OC)cc3)NC(=O)N(CC(=O)Nc3ccc(OC)c(OC)c3)C2=O)cc1	i	i	i	i	i	i	i	i	i	-1.0	20
O=C(Nc1ccccc1N1CCCCC1)c1ccc(N2C(=O)c3ccccc3C2=O)cc1	i	i	i	i	i	i	i	i	i	-0.8	5
Cc1ccc(SCC(=O)N(C)CC(=O)Nc2cccc(F)c2)c(C)c1	i	i	i	i	i	i	i	i	i	-0.1	22
Cc1cc(C(=O)N2CCCC(Nc3ccc(F)cc3)C2)n(C)n1 (stereo not drawn)	i	i	i	i	i	i	i	i	i	0.3	19
CC1(C)OC(=O)C(=C2CCCN2)C(=O)O1	i	i	i	i	i	i	i	i	i	0.0	15
O=C(NCc1ccc2c(c1)OCO2)C1CCN(S(=O)(=O)c2cccc3nsnc23)CC1	i	i	i	i	i	i	i	i	i	-0.1	27
CCC(=O)NC(c1ccc(OC)cc1)c1c(O)ccc2ccccc12 (stereo not drawn)	i	i	i	i	i	i	i	i	i	0.6	19
CCN(C(=O)CSc1nnnn1-c1cc(C)ccc1OC)C1CCS(=O)(=O)C1 (stereo not drawn)	i	i	i	i	i	i	i	i	i	-0.1	22
COc1cc(C(=O)NCc2ncccc2C)ccc1OC1CCN(C(C)=O)CC1	i	i	i	i	i	i	i	i	i	0.0	0
O=C1CN(C(=O)C2CCCC2)CCN1	i	i	i	i	i	i	i	i	i	-0.4	18

Part of the list above in another layout.
Order of values: MrgX1 antag, PolyA inh, TRPC6 inh, MrgX1 PAM, MrgX1 agonist, TRPC4 block, TRPC6 act, TRPC4 act, TRPC4 PAM, HIF act, AI-2 QS mod
> O=C(O)/C=C/c1ccc2c(c1)OCCO2
→ i, i, i, i, i, i, i, i, i, 0.0, 7
> Nc1nnnn1/N=C/c1ccc(Br)cc1
→ i, i, i, i, i, i, i, i, i, -1.9, 10
> CCn1c(SCC(=O)O)nc2ccccc21
→ i, i, i, i, i, i, i, i, i, -0.3, -3
> O=C(Nc1ccccc1N1CCCCC1)c1ccc(N2C(=O)c3ccccc3C2=O)cc1
→ i, i, i, i, i, i, i, i, i, -0.8, 5

(cont.)
SMILES	MrgX1 antag	PolyA inh	TRPC6 inh	MrgX1 PAM	MrgX1 agonist	TRPC4 block	TRPC6 act	TRPC4 act	TRPC4 PAM	HIF act	AI-2 QS mod
O=C(CSc1nc(=O)n2ccccc2n1)N1CCCCCC1	i	i	i	i	i	i	i	i	i	-0.2	21
CN1C(=S)SC(N(O)C(=O)Nc2ccccc2)C1(C)C (stereo not drawn)	i	i	i	i	i	i	i	i	i	0.3	6
COc1ccc(S(=O)(=O)NNC(=O)c2csc(-n3nc(C)cc3C(F)(F)F)n2)cc1	i	i	i	i	i	i	i	i	i	-0.3	-4
CCNC(=S)Nc1scc(-c2ccccc2)c1C(=O)OCC	i	i	i	i	i	i	i	i	i	-0.1	4
CCOC(=O)C1=C(C)NC(SCC(N)=O)=C(C#N)C1c1ccccc1 (stereo not drawn)	i	i	i	i	i	i	i	i	i	-0.2	12
CCN(CC(=O)NC1CCS(=O)(=O)C1)S(=O)(=O)c1cccc(C(C)=O)c1 (stereo not drawn)	i	i	i	i	i	i	i	i	i	-0.7	9

Some of the compounds tested; count on the stated rates, not on these rows.
